pCIP destab = lowers stability of the mouse p/CIP coactivator protein. Q05BA5. F442A p/CIP-EGFP cells, EGFP fluorescence, 16 h. decrease of EGFP signal, % at 10 µM. 0.01% of 290,000 active. AID 1984;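 active means EGFP signal decrease of at least 30% at 10 µM or well 3 SD below plate mean, unless failing retest; inactive means the rest, including hits failing retest or dose response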; further: some compounds called inactive have numbers as strong as hits; many of its hits are not listed in these tables
Target sequence (Q05BA5 1-1403): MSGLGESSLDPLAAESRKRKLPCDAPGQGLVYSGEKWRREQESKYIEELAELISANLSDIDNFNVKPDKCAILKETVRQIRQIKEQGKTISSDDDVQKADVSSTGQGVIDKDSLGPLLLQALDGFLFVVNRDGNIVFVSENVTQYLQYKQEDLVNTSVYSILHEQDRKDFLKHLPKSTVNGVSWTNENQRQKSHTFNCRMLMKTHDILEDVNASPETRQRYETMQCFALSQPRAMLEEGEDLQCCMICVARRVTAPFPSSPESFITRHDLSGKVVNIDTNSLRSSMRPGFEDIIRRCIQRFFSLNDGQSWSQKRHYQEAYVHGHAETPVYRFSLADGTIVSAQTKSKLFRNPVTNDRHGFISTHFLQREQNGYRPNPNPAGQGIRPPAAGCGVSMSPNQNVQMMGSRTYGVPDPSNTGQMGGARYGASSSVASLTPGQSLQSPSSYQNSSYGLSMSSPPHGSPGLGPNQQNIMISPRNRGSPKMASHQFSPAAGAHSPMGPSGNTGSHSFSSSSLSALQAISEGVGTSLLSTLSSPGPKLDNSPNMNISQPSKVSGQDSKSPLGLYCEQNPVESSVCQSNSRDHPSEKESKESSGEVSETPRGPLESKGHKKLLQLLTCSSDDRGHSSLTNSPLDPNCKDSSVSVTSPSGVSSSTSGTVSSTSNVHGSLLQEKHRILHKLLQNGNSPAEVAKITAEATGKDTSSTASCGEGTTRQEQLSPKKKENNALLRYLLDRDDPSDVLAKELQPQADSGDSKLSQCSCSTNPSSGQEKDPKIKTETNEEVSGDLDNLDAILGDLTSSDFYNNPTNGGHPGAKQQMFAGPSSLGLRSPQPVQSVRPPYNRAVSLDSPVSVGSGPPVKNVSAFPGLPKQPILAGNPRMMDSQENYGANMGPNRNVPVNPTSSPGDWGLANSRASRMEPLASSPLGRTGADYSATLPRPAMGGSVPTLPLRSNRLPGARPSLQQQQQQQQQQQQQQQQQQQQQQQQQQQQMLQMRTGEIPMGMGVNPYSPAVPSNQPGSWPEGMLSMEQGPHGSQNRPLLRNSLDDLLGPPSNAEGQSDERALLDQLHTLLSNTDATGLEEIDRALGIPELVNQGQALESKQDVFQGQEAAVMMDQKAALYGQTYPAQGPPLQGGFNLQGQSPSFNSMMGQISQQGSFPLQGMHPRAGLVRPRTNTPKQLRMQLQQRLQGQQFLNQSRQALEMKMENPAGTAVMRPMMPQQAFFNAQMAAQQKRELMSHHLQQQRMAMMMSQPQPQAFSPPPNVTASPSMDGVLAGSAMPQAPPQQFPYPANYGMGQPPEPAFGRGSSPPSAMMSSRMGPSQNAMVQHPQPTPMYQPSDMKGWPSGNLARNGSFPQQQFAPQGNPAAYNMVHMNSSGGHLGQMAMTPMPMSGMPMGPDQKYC
HCV NS3 hel inh = inhibitors of Hepatitis C virus NS3 helicase; NS3 helicase DNA unwinding, Cy5 molecular beacon fluorescence; inhibition, % at 10.9 µM; 0.56% of 290,000 active; AID 1800;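 active means inhibition above the mean of all tested compounds plus 3 SD, set per campaign, cut at about 35% in these data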;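 further: 0% = DMSO wells and 100% = thioflavine S control wells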
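System: NS3 helicase fragment of HCV / Schedule: 1 h at 25 °C / Control set: DMSO alone as 0% and 110 µM thioflavine S as 100% / Reagent: Cy5/quencher beacon DNA duplex and ATP to start / Technique: Cy5 fluorescence / Replication: singlicate / Evaluation: % inhibition of end-to-start signal ratio versus controls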
IDE act = activators of human insulin-degrading enzyme in cells. activation, % at 5.96 µM. AID 493087. HEK cells, FAbeta-B cleavage, fluorescence polarization; 0% vehicle, 100% cell-free pure enzyme wells. P14735. 0.073% of 340,000 active;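 active means activation above the mean of all tested compounds plus 3 SD, set per screening campaign, cut at about 17% in these data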
IDE cell inh = cellular human IDE inhibition. P14735. HEK cells, FAbetaB cleavage, fluorescence polarization. inhibition, % at 5.59 µM. 0.41% of 320,000 active;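 active means percent inhibition above the average of all tested compounds plus 3 SD, set per screening campaign, cut at about 16% in these data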;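 further: IDE supplied by intact live HEK cells; FP after avidin binding of uncleaved biotin substrate so inhibition keeps polarization high; 0% = DMSO wells and 100% = 60 µM reference IDE inhibitor Ii1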
VIM-2 inhibitor = blocks Pseudomonas aeruginosa VIM-2 metallo-beta-lactamase; 0.89% of 290,000 active; purified VIM-2, nitrocefin hydrolysis, epi-absorbance fluorescence; inhibition, % at 5.6 µM;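 active means inhibition above the mean of all tested compounds plus 3 SD, cutoff set per screening run, cut at about 7.5% in these data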;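 further: red hydrolysis product quenches plate fluorescence so inhibitors raise well fluorescence; 0% = enzyme with DMSO and 100% = DMSO without enzyme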
SUMO HTRF inh = inhibitors of human SUMOylation (UBC9). inhibition, % at 35 µM. HTRF SUMOylation assay, SAE1/SAE2 + UBC9, in vitro. P63279. 0.36% of 290,000 active; in the data active means inhibition above about 50%, passing the limit was not always enough; further: strong numbers were not always called active
FID counter = fluorescent intercalator displacement, NS3 helicase counter-screen; inhibition, % at 7.9 µM; 0.17% of 290,000 active; DNA fluorescent intercalator displacement, fluorescence; AID 1845; in the data active means inhibition above about 37%;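 further: 0% = vehicle and 100% = reference compound; higher means more ethidium bromide displaced from hairpin DNA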
PfM18AAP inh = PfM18AAP enzyme inhibition. AID 1822. recombinant PfM18AAP, H-Glu-NHMec fluorogenic cleavage. inhibition, % at 7.35 µM. 1.2% of 290,000 active;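 active means inhibition above the campaign mean inhibition over all tested compounds plus 3 SD, cut at about 28% in these data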;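 further: 0% = plate median of test compound wells and 100% = 2 mM ZnCl2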
IMP-1 inhibitor = inhibitors of Pseudomonas aeruginosa IMP-1 metallo-beta-lactamase. purified IMP-1, nitrocefin hydrolysis, epi-absorbance fluorescence. inhibition, % at 5.6 µM. 0.45% of 290,000 active. AID 1556;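 active means inhibition above the mean plus 3 SD of all compounds in the same screening run, cut at about 4.5% in these data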;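 further: 0% = IMP-1 with DMSO and 100% = DMSO wells lacking enzyme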
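Test system: recombinant IMP-1 enzyme, purified / Medium: HEPES buffer pH 7.1 with ZnSO4 and Brij 35 / Doses: single dose, 5.6 µM / Times: 25 °C, 15 min preincubation, 25 min reaction / Detection: Epi-absorbance via hydrolysed-nitrocefin quenching of white-plate fluorescence, 480/530 nm, EDTA stop / Evaluation: percent inhibition from optical density relative to buffer-blank wells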
Active calls of the source: *; nt = no result given. Rows are unselected; 3.6% or so of the library scored in one or more.

SMILES | pCIP destab | HCV NS3 hel inh | IDE act | IDE cell inh | VIM-2 inhibitor | SUMO HTRF inh | FID counter | PfM18AAP inh | IMP-1 inhibitor
C=CCNC(=O)COC(=O)COc1ccc(Cl)cc1C | 5 | 3 | 2 | -2 | -0.1 | 7 | 1 | 3 | -3.8
Cc1ccc(CSc2nc3c(cc2C#N)CCC3)cc1 | -19 | -4 | 2 | 0 | -1.6 | -9 | -2 | -1 | -0.1
Cc1c(CN2CCc3c([nH]c4ccccc34)C2CC(C)C)cnn1C (stereo unspecified) | -8 | -2 | 11 | 0 | -1.4 | 19 | 5 | -7 | -3.6
COc1ccc(N(CN2C(=O)C3CCCCC3C2=O)C(=O)c2ccco2)cc1 (stereo unspecified) | 1 | 6 | nt | 4 | 0.0 | 10 | -14 | 0 | -2.1
Cc1ccccc1CSc1nc2[nH]ncc2c(=O)[nH]1 | 3 | 8 | -2 | 0 | -3.4 | -4 | -3 | 31* | -3.1
Cc1ccc(SCCCn2cncn2)cc1 | -5 | -3 | 2 | 6 | -4.1 | 5 | 2 | 8 | -1.4
CCn1c(SCC(=O)Nc2ccc3c(c2)OCCO3)nnc1-c1ccco1 | 3 | -1 | 4 | 5 | -1.3 | 2 | -14 | -7 | -1.8
C=CCSc1nnc2c(n1)OC(c1ccccn1)N(C(C)=O)c1ccccc1-2 (stereo unspecified) | -15 | 3 | 5 | 0 | -3.3 | 8 | -8 | -17 | -3.9
O=C(CSc1nnc(-c2ccc(O)cc2)n1Cc1ccco1)c1cccs1 | -9 | 3 | 1 | 3 | 0.0 | 27 | -13 | -7 | 2.1
COc1ccc(N2CCN(C(CNC(=O)OCc3ccccc3)c3ccco3)CC2)cc1 (stereo unspecified) | 5 | 0 | -1 | 1 | -1.6 | -8 | -5 | 3 | -0.9
COc1ccc2cc(Br)ccc2c1CC(=O)NC(C)C | -9 | -4 | -2 | 0 | 0.2 | 3 | 3 | 13 | 0.0
O=C(Cc1cccs1)NCc1cccc(CNC(=O)Cc2cccs2)c1 | 0 | -13 | -4 | 0 | -1.7 | 7 | -15 | -4 | -1.9
O=Cc1nc(-c2ccccc2Cl)n2ccccc12 | -7 | 3 | 2 | 0 | -1.1 | 11 | -2 | 0 | -1.5
COc1ccc(N2CCN(C(c3cc4ccc(C)cc4[nH]c3=O)c3nnnn3C3CCCC3)CC2)cc1 (stereo unspecified) | -5 | -3 | 1 | -4 | -1.4 | 10 | 0 | -5 | -0.5
CC1CN(S(=O)(=O)c2cccc(C(=O)NN3CCN(C)CC3)c2)CC(C)O1 (stereo unspecified) | -5 | -6 | 7 | -5 | -0.3 | 8 | 1 | -9 | -1.7
C=C(C)CNC(=S)/N=c1\scc(C)n1CC | -10 | -9 | 1 | -10 | 1.3 | -6 | -6 | 3 | -1.4
O=C(CCl)Nc1c(C(=O)Nc2ccc3c(c2)OCCO3)oc2ccccc12 | -6 | 1 | -5 | -4 | 0.5 | 3 | -17 | 20 | -1.5
COc1cc(C(=O)NC(CCSC)C(=O)OCc2cc([N+](=O)[O-])cc3c2OCOC3)cc(OC)c1OC (stereo unspecified) | -8 | -5 | 6 | 10 | -1.2 | -4 | -3 | -5 | -3.0
CCc1cc(=O)oc2cc(OCC(=O)N3CCC(C(=O)O)CC3)ccc12 | -2 | -12 | 1 | -1 | -1.9 | 10 | -10 | -2 | -4.2
COc1cc(OC)cc(C(=O)N2CCC(C(=O)c3ccc(F)cc3)CC2)c1 | 6 | -3 | 1 | -3 | -2.5 | 0 | -31 | 6 | -1.6
COc1cc(C2Nc3cccc4cccc(c34)N2)cc(OC)c1O | 10 | 1 | 28* | -6 | 0.7 | 43 | 4 | 1 | -0.6
COC(=O)CNC(=O)C(Cc1c[nH]c2ccccc12)NC(=O)OC(C)(C)C (stereo unspecified) | 0 | 2 | 6 | 1 | -2.8 | 39 | -9 | -17 | -5.5
O=C(NC(=S)Nc1ccc(S(=O)(=O)N2CCCC2)cc1)C1CCC1 | 2 | 3 | 1 | 4 | -2.5 | 16 | -16 | -1 | -0.3
Cc1nn(-c2ccccc2)c(Cl)c1C1C(C#N)=C(N)Oc2n[nH]c(C)c21 (stereo unspecified) | 0 | 5 | 1 | -8 | 0.2 | 5 | -3 | 7 | -3.2
O=C(CN1CCN(c2ccc(F)cc2)CC1)NCc1cccs1 | 2 | -7 | -2 | 3 | -0.6 | 23 | 0 | -1 | -1.0
Cc1csc2c(N3CCN(C(=O)Nc4ccccc4)CC3)ncnc12 | -18 | 3 | -14 | 12 | 1.2 | 15 | -26 | 2 | -1.6
CCC(C(=O)NC(CC(=O)O)c1ccc(Cl)cc1)c1ccccc1 (stereo unspecified) | -8 | 11 | 3 | 1 | -2.5 | -5 | -15 | 4 | -1.5
O=C(O)c1cc([N+](=O)[O-])ccc1NCCc1ccccc1 | -6 | 17 | 0 | 3 | 1.1 | 21 | -22 | 1 | -1.1
CC(OC(=O)/C=C/c1cccc(F)c1)C(=O)NC1CCCCC1C (stereo unspecified) | -20 | 5 | -6 | 0 | -3.0 | 14 | -29 | 2 | -2.8
COc1ccc(OC)c(S(=O)(=O)NCc2ccccn2)c1 | -2 | 2 | 2 | 3 | -2.7 | -8 | -1 | 0 | -1.1
N/C(=N/OCc1cccc([N+](=O)[O-])c1)c1nonc1N | 1 | -3 | 2 | -3 | -1.4 | -6 | -1 | -4 | -0.5
CNC(=S)N1CCc2cc(OC)c(OC)cc2C1 | -6 | 5 | 8 | 0 | -0.7 | 15 | 0 | -11 | -3.5
CCn1c(=O)c2cc(C(=O)N(C)c3ccc(OC)cc3OC)sc2c2ccccc21 | -12 | -13 | 0 | 1 | -2.2 | 2 | -27 | 1 | -2.0
Cc1c(C(=O)OCCN2CCCCC2)oc2ccccc12 | -5 | -2 | -1 | 0 | -0.7 | -20 | 2 | -9 | -2.5
Cc1noc(C)c1C(=O)Nc1sc2c(c1C(N)=O)CCC2 | -1 | 2 | 3 | -7 | -1.6 | 4 | -2 | 0 | -5.0
Cc1cnc(NC(=O)Cc2c[nH]c3ccccc23)s1 | 10 | 12 | 3 | 2 | -2.5 | -15 | 5 | -1 | -0.4
CC(=O)NC(NC(C)=O)c1ccc(N(C)C)cc1 | -8 | -1 | -4 | 4 | -5.7 | 11 | -1 | 3 | -3.1
COc1ccc(S(=O)(=O)NC(N)=NCCc2ccccc2)cc1 | -2 | -4 | 0 | 1 | -2.4 | -6 | -7 | 0 | -3.3
CCOc1ccccc1NC(=O)C1CCN(S(=O)(=O)c2cccc3cccnc23)CC1 | -13 | nt | -16 | 5 | nt | 17 | nt | nt | nt
COc1cc(S(=O)(=O)N2CCN(C)CC2)c(OC)cc1Br | -20 | -1 | -1 | 2 | -3.6 | 15 | 4 | 0 | -1.2
COc1ccc(CN(CC2CCCO2)C(=O)CN2C(=O)C(C)Oc3ccc(C)cc32)cc1OC (stereo unspecified) | 16 | 1 | 2 | -1 | -2.7 | 11 | -36 | 8 | -0.3
O=C(NCc1ccc2c3c(cccc13)C(=O)N2)c1cccs1 | -12 | 5 | -3 | nt | -0.8 | 18 | -3 | -5 | -3.3
CCC(C)NC(=O)c1ccc(C)c(NC(=O)C2=C(C)OCCS2)c1 (stereo unspecified) | -12 | -2 | -3 | 0 | -1.2 | -3 | -6 | 1 | -1.7
COc1cc(CNCc2ccccn2)ccc1OCC(=O)NC(C)(C)C | -3 | 4 | -1 | -8 | 3.5 | 0 | 3 | 5 | -3.4
O=C(CSc1ccccc1C(=O)O)c1ccc(Cl)cc1 | 4 | 3 | 3 | 2 | 0.8 | -2 | -12 | 1 | 0.2
Cc1nc2ccccc2c2c1CC(C)S2 (stereo unspecified) | -6 | -9 | -6 | 0 | 0.0 | -7 | -2 | -1 | -1.2
Cc1cc(C(F)(F)F)nc(SCC(=O)NC2=NC(=O)C(C)S2)n1 (stereo unspecified) | 1 | 2 | 2 | 2 | -2.7 | -2 | -1 | 5 | -3.8
CCc1cccc(CC)c1NC(=O)CN1C2CCCC1CC(NC(=O)Nc1cccc(OC)c1)C2 (stereo unspecified) | -20 | -7 | 4 | 3 | -5.6 | -4 | -2 | 5 | -1.2
Cc1ccc(C(=O)Oc2ccc(C(=O)COC(=O)c3cnccn3)cc2)cc1 | -1 | -5 | 5 | 1 | -4.0 | 10 | -3 | -2 | -2.7
COc1ccc2c(c1OC)C(=O)N1C2SC(C)(C)[C@H]1C(=O)NCCCOC(C)C (stereo partly specified) | -5 | -9 | 0 | 1 | 1.3 | 17 | -32 | -22 | -1.0
O=C(NCc1ccco1)c1cccc(C(F)(F)F)c1 | -7 | 16 | 3 | -1 | -2.5 | 16 | -11 | 5 | -3.7
O=C(c1ccc2c(c1)OCCO2)N1CCCCC1 | -13 | 5 | 3 | 1 | -4.2 | 7 | -1 | 3 | -3.3
O=C(/C=C/c1cccc([N+](=O)[O-])c1)NC1CC2CCC1C2 (stereo unspecified) | 5 | -7 | 6 | 0 | -2.9 | -4 | 2 | -2 | 0.4
CC(C)(C)c1ccccc1OCCOCCSc1ncccn1 | 2 | 19 | 3 | 0 | -1.1 | 1 | -11 | -4 | 0.9
Nc1nonc1-c1noc(-c2ccc(Br)o2)n1 | 3 | 8 | 1 | 2 | -1.7 | -14 | 3 | -1 | -4.7
CCOC(=O)c1ccc(NC(=S)N2CCCC2c2ccc(OC)c(OC)c2)cc1 (stereo unspecified) | -8 | -13 | 9 | 0 | -2.6 | -18 | -18 | -9 | -2.0
CC[N+]1(CC)CC2=Cc3c(ccc4ccccc34)CC2C1 (stereo unspecified) | -8 | -11 | -1 | 2 | 0.0 | -3 | 7 | 3 | -0.7
Cc1occc1C(=O)Nc1c(Cl)cccc1Cl | 1 | 0 | 7 | 2 | -2.2 | -4 | -4 | 0 | -2.7
CCc1noc(C)c1C(=O)NC1CCCc2c1cnn2-c1cc(C)cc(C)c1 (stereo unspecified) | -11 | 5 | 2 | 4 | -0.8 | 6 | -48 | 1 | -6.2

Quoted at random: 4 records from the list
SMILES | pCIP destab | HCV NS3 hel inh | IDE act | IDE cell inh | VIM-2 inhibitor | SUMO HTRF inh | FID counter | PfM18AAP inh | IMP-1 inhibitor
O=C(c1ccc2c(c1)OCCO2)N1CCCCC1 | -13 | 5 | 3 | 1 | -4.2 | 7 | -1 | 3 | -3.3
Cc1ccc(C(=O)Oc2ccc(C(=O)COC(=O)c3cnccn3)cc2)cc1 | -1 | -5 | 5 | 1 | -4.0 | 10 | -3 | -2 | -2.7
CCc1cccc(CC)c1NC(=O)CN1C2CCCC1CC(NC(=O)Nc1cccc(OC)c1)C2 (stereo unspecified) | -20 | -7 | 4 | 3 | -5.6 | -4 | -2 | 5 | -1.2
Cc1occc1C(=O)Nc1c(Cl)cccc1Cl | 1 | 0 | 7 | 2 | -2.2 | -4 | -4 | 0 | -2.7

From PubChem
